Source: PubChem BioAssay (Broad Institute)
INS-1E GSIS act: primary screen for activators of insulin secretion dependent on glucose, INS-1E cells, GLuc reporter luminescence. 370,000 compounds, 0.61% hits. AID 743287. activation, % at 16.6 µM. INS-1E GLuc reporter insulin secretion, 2-3 h;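 active = lowest replicate activation of at least 40%, so every replicate reaches that level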;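 note: 0% = median of neutral control wells and 100% = median of IBMX positive control wells; some compounds called inactive have numbers as strong as hits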
RAD54 inh: RAD54 (human) branch migration inhibition | inhibition, % at 10.4 µM | 360,000 compounds, 0.14% hits | RAD54 Holliday junction branch migration, FAM/BHQ fluorescence | AID 602329;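 active = mean normalized replicate activity at least 40 and at least half of replicates scoring 40 or more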;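 note: 0% = median of neutral control wells and 100% = median of positive control wells; inhibitors cause a drop in the FAM fluorescence signal; in these data hits start at about 50%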
Target sequence (Q92698 whole entry, looked up): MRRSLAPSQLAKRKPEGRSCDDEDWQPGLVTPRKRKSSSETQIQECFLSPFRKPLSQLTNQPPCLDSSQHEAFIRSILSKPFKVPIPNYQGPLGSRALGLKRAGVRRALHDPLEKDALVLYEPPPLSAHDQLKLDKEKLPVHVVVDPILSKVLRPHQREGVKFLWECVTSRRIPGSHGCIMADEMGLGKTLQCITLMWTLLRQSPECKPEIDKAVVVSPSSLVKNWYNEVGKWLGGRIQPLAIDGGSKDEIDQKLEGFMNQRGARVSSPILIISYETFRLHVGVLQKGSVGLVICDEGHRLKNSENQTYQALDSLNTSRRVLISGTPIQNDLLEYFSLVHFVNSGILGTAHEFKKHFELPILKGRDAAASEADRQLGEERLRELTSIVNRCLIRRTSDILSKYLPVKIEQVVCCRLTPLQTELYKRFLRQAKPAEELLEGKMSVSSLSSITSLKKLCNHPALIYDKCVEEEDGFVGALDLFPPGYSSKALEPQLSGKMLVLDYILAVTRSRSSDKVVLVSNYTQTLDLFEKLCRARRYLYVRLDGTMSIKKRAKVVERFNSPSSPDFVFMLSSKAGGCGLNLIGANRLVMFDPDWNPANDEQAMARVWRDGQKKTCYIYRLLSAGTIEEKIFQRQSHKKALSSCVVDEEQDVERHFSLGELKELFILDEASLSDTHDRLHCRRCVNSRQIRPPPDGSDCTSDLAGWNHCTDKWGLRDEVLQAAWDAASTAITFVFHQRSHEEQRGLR
* marks the source's active call; other numbers are inactive results.

SMILES | INS-1E GSIS act | RAD54 inh
Cc1ccc(S(=O)(=O)C2(C(=O)N3CCN(C4CCCCC4)CC3)CC2)cc1 | 13 | 4
Cc1cc2c(=O)n(Cc3ccco3)c(SCC(=O)c3ccc(Cl)s3)nc2s1 | -23 | -14
O=C(c1cc(-c2ccccc2)nc2ccccc12)N1CCN(c2ccccn2)CC1 | -25 | -2
CCN(CC)CCNC(=O)CCc1n[nH]c(=O)c2ccccc12 | 9 | 0
O=C(NC(=S)Nc1ccc(C(=O)N2CCOCC2)cc1)c1ccc([N+](=O)[O-])cc1 | 19 | 0
O=C(c1cccnc1Nc1ccc2c(c1)CCC2)N1CCOCC1 | 34 | 1
O=C(CC1C(=O)NCCN1C(=S)Nc1ccccc1)Nc1ccc2c(c1)OCCO2 (configuration not stated) | 5 | 9
O=C(NCc1ccco1)/C(=C/c1cccnc1)NC(=O)c1ccco1 | 5 | 5
Cc1ccc(N(CC(=O)Nc2ccc(C)cc2C)S(=O)(=O)N2CCCC2)cc1 | -26 | -7
Cc1ccccc1Nc1nnc(SCc2cc(=O)n3ccsc3n2)s1 | -4 | -4
COc1cc(OC)cc(C(=O)Nc2c(F)cccc2F)c1 | 13 | -2
COc1ccc([C@@H]2[C@H]3C(=O)N(c4cccc(C(F)(F)F)c4)C(=O)[C@H]3ON2C)cc1 | -9 | -8
CN(C)S(=O)(=O)Oc1ccsc1C(=O)Nc1cccc(Cl)c1 | -7 | -8
C=CCNC(=O)CC(=O)N/N=C/c1ccccc1F | 14 | 3
COC(=O)c1cc(NS(=O)(=O)c2ccc(NC(C)=O)cc2)cc(C(=O)OC)c1 | -15 | -7
Cc1cc(S(=O)(=O)NCC(c2ccccc2)c2ccccc2)ccc1-n1cnnn1 | 12 | -2
CCOC(=O)Cc1csc(SCC(=O)Nc2sc3c(c2C(N)=O)CCC3)n1 | 14 | -4
COC(=O)Cn1cnc2c(C#N)c3n(c2c1=O)CCCC3 | 4 | -2
Cc1ccc(C(=O)OC2=CC(=O)CC(C)(C)C2)cc1 | 5 | -2
CC(=O)c1c(C(C)=O)c(C)n(-c2ccc(O)cc2)c1C | 18 | 0
COc1ccc(CC(=O)NCc2nnc(SCCOc3ccccc3)n2C)cc1 | 5 | -9
Cn1c(=O)c(C(=O)c2ccccc2)nc2ccccc21 | -1 | -3
Cn1c(=O)c2cc(S(=O)(=O)Nc3cccc(F)c3)ccc2n(C)c1=O | 5 | 7
c1ccc(-c2ccc(OCCOCCn3cncn3)cc2)cc1 | -1 | 9
C/C(CC(=O)Nc1ccccn1)=N\NC(=O)C(=O)Nc1ccccc1C | -1 | -1
C=CCOc1cccc(C2/C(=C(/O)c3ccc(Cl)cc3)C(=O)C(=O)N2CCN2CCOCC2)c1 (configuration not stated) | -6 | -18
Cn1c(=O)n(-c2cccc(Cl)c2)c(=O)n1C | 13 | 3
Cc1nc2cc(C(=O)NCCN3CCOCC3)ccc2n1-c1ccc(F)cc1F | 21 | 0
COCCCN1C(=O)C(O)=C(C(=O)c2ccc(C)o2)C1c1cccc(Br)c1 (configuration not stated) | 1 | -6
CO/N=C/c1ccc(Sc2ccc(C)cc2)c([N+](=O)[O-])c1 | -4 | -3
CN(C)CCCN=Cc1c(O)n(Cc2ccccc2)c(=O)c2ccccc12 | 10 | 12
COc1cccc(Nc2nnc(SCC(=O)N3CCOCC3)s2)c1 | 15 | 4
O=C(Cc1ccccc1)N/N=C/c1ccc(OC(=O)/C=C\c2ccco2)cc1 | -8 | 3
COc1nc(N(C)C)nc(N2CC(=O)N(CCNS(=O)(=O)c3ccc(C)cc3)C2=N)n1 | -2 | 0
O=S(=O)(NCCNS(=O)(=O)c1ccc(F)cc1)c1ccc(F)cc1 | -5 | 2
COCCn1c(SCC(=O)c2cccc(OC)c2)nnc1-c1ccco1 | 13 | -6
CCc1ccc(NCCC(=O)c2ccc(Cl)cc2)cc1 | 27 | 3
Cc1nnc(SCC(=O)Nc2ccccc2NC(=O)CSc2nnc(C)s2)s1 | 13 | 1
COc1ccc(/C=N/OCC(=O)Nc2nc3ccccc3s2)cc1OC | 1 | 0
COC(=O)c1cc(OC)c(OC)cc1NC(=O)C1CCCO1 (configuration not stated) | 20 | 7
COc1ccc(CNC(=O)c2cc(-c3cccs3)on2)cc1 | 17 | -1
CC(C)(C#CCN1CCCC1)OCCC#N | 20 | 3
O=C(NCc1ccccc1)c1ccc(CN(c2ccccn2)S(=O)(=O)c2ccccc2)cc1 | 9 | 6
CCCc1ncc(C(O)c2ccc(OC)cc2)n1C (configuration not stated) | -2 | -14
CCC(=O)N1CCc2cc(S(=O)(=O)NCCC(=O)Nc3ccccc3C)ccc21 | 6 | 9
CCOC(=O)Cc1cn2c(=O)cc(CSCC(=O)Nc3ccc(C)c(C)c3)nc2s1 | 12 | 10
Cc1noc(NC(=O)c2ccccc2Cl)c1C#N | 0 | -1
O=C(CCN1CCN(c2ccc(Cl)cc2)CC1)Nc1ccccc1F | -27 | -4
CC(=O)Nc1c(O)nc(SCC(=O)N2CCN(c3ccc(F)cc3)CC2)[nH]c1=O | 10 | -6
COc1ccc(NC(=O)c2oc3ccccc3c2NC(=O)COc2ccccc2OC)c(OC)c1 | 57 | 0
Later entries
SMILES | INS-1E GSIS act | RAD54 inh
CCCn1nnnc1NCc1cccn1C | -11 | -2
O=C1CC(c2ccccc2)C(=O)N1c1cccc(O)c1 (configuration not stated) | 23 | -7
CCOc1ccc(C(=O)Nc2ccccc2N2CCOCC2)cc1 | 7 | 1
CS(=O)(=O)c1ccc2nc(NC(=O)c3cccs3)sc2c1 | 18 | -7
CCN(CC)C(=O)c1sc(NC(=O)c2ccco2)c(C#N)c1C | 10 | 1
CC1CC(C)(C)NC(=O)O1 (configuration not stated) | 14 | -1
COC(=O)c1c(NC(=O)CSc2n[nH]c(N)n2)sc(C)c1C | 2 | -10
CCSC1=NC(C)(C)C=C(C)N1 | 19 | 7
COc1cc(NC(=O)c2ccco2)c(OC)cc1NC(=O)c1cc(OC)c(OC)c(OC)c1 | -4 | -1
Cn1c(=O)c(C(=O)Nc2ccccn2)c(O)c2ccccc21 | 5 | -8
COc1cc(C(O)P(=O)(OC(C)C)c2ccc(N(C)C)cc2)cc(OC)c1OC (configuration not stated) | 14 | -2
CCCCCOc1ccc(CN2CCOCC2)cc1Cl | 1 | -36
CN(c1ccccc1)c1ccc(/C=N/N2CCOCC2)cc1 | -7 | 1
Cc1ccnc2nc(C(=O)Nc3nnc(CC(C)C)s3)nn12 | 9 | -2
NC(=O)CNC1CC(=O)N(CCc2ccccc2)C1=O (configuration not stated) | 12 | -5
Cc1ccc(S(=O)(=O)N2CCCN(c3nc4cc(C)ccc4cc3C#N)CC2)cc1 | -4 | -2
O=c1c(C(c2ccccc2)c2c(O)sc3ccccc3c2=O)c(O)sc2ccccc12 | 56* | 9
CC(C)(C)OC(=O)N1CCC(c2c(C(=O)O)cnn2-c2ccccc2Cl)CC1 | 7 | 2
Cc1ccc2c(c1)N(C(=O)c1ccco1)C(C)(C)c1ssc(=S)c1-2 | -22 | 8
CC(C)C(=O)Nc1cccc(C(=O)NCCc2ccc(S(N)(=O)=O)cc2)c1 | 2 | -1
O=C(O)CCNC(=O)c1ccc(Br)o1 | 6 | -4
CCCC(c1nnnn1Cc1ccc(OC)cc1)N1CCN(c2ccccc2OC)CC1 (configuration not stated) | -23 | 3
CCCc1c(C)[nH]c2ccc(NC(C)=O)cc2c1=O | 11 | -1
O=C(CCn1nc(-c2ccccc2)c2ccccc2c1=O)NCC1CCCO1 (configuration not stated) | 20 | 0
C=CC(=O)NC(C)(C)Cc1ccccc1 | 39 | 12
O=C(NCCCN1CCOCC1)c1ccc(S(=O)(=O)N2CCOCC2)cc1 | 5 | 2
CCC(=O)Nc1ccc(C(=O)CSc2nnc(CNc3ccc(Cl)cc3)o2)cc1OC | -32 | -1
CN(c1ccccc1C(=O)N1CCCC1)S(C)(=O)=O | 11 | -10
COc1cc2c(cc1OC)C1Cc3ccc(OC)c(OC)c3CN1CC2 (configuration not stated) | 2 | 6
CCOC(=O)NC(Nc1cc(C)ccn1)(C(F)(F)F)C(F)(F)F | 9 | -2
COc1ccc(NC(=O)c2cccc(OC(F)F)c2)cc1Cl | -16 | 4
CC1(C)NC(=O)N(CC(=O)Nc2nc(-c3ccc(F)cc3)cs2)C1=O | -3 | 5
Cc1cc(-c2nnc(SCc3cccnc3)o2)no1 | 18 | -1
CON(C)S(=O)(=O)c1ccc2c(c1)NC(=O)C1CCCN21 (configuration not stated) | 0 | -9
CC(C)CC(=O)N1CCN(C(=O)c2cccc(F)c2)CC1 | 0 | -4
COC(=O)C(NC(=O)c1ccccc1)=C1CCCCC1 | 11 | 3
CCCN(CCC)CCNC(=O)Cn1cnc2sc(C)c(S(=O)(=O)N3CCOCC3)c2c1=O | -13 | 2
CCCCS(=O)(=O)C1CCS(=O)(=O)C1 (configuration not stated) | 5 | 2
Cc1ccc2nc(-c3ccccn3)cc(C(=O)N3CCN(c4ncccn4)CC3)c2c1 | 29 | 0
O=C(CSc1nc2ccc([N+](=O)[O-])cc2[nH]1)c1ccc2ccccc2c1 | -24 | 8
Cc1cc(C(=O)c2ccccc2)nc2ccccc12 | 29 | -19
Cc1cc(=O)oc2cc(OC(C)C(=O)N3CCCc4ccccc43)ccc12 (configuration not stated) | 19 | -1
CC(C(=O)O)N1C(=O)c2cccc3cccc1c23 (configuration not stated) | 33 | -2
CCCCN(CC)Cc1ccc(CNC(=O)Nc2ccc(F)cc2)o1 | 14 | 7
COc1oc(-c2ccccc2)nc1C(F)(F)F | 8 | 7
Cc1ccccc1NC(=O)CN1C(=S)NC(C)(C)CC1C (configuration not stated) | 10 | -5
Cc1cc(NC(=O)c2cc(-c3ccccc3)on2)n(-c2ccccc2)n1 | 23 | -3
O=C(Oc1ccc2c(c1)OCO2)c1ccc(Br)c(S(=O)(=O)N2CCOCC2)c1 | -19 | 1
CC(C)c1ccccc1-n1c(SCC(=O)N2CCN(c3ccccc3)CC2)nnc1-c1cccnc1 | -2 | -9
CCC(C)Sc1nc2ccccc2n1CC(=O)O (configuration not stated) | 10 | -4

Quoted at random: six records from the list, in no set order.
SMILES | INS-1E GSIS act | RAD54 inh
Cc1cc(-c2nnc(SCc3cccnc3)o2)no1 | 18 | -1
COC(=O)C(NC(=O)c1ccccc1)=C1CCCCC1 | 11 | 3
CN(C)S(=O)(=O)Oc1ccsc1C(=O)Nc1cccc(Cl)c1 | -7 | -8
CO/N=C/c1ccc(Sc2ccc(C)cc2)c([N+](=O)[O-])c1 | -4 | -3
CCCCS(=O)(=O)C1CCS(=O)(=O)C1 (configuration not stated) | 5 | 2
CON(C)S(=O)(=O)c1ccc2c(c1)NC(=O)C1CCCN21 (configuration not stated) | 0 | -9

Further compounds:
SMILES | INS-1E GSIS act | RAD54 inh
CCOC(=O)C(CCCOc1ccc(C)cc1)C(=O)OCC | -17 | 1
CC(=O)Nc1ccc(S(=O)(=O)N2CCCC2C(=O)O)cc1 (configuration not stated) | 10 | -2
Cc1cc(C)nc(SCNC(=O)c2ccccc2)n1 | 0 | -10
Cc1cc(C(=O)O)c(CSc2ncn[nH]2)o1 | 6 | 0
COC(=O)c1ccc(NC(=O)CN2CCN(S(=O)(=O)c3cc(Cl)ccc3OC)CC2)cc1 | -21 | -6
Cn1c(=O)c2c(nc(N3CCOCC3)n2C)n(C)c1=O | 1 | 0
O=C(Cn1nnc(-c2ccccc2)n1)N1CCN(S(=O)(=O)c2ccc(Cl)cc2)CC1 | -6 | 10
CCOC(=O)C1=C(C)OC(N)=C(C#N)C1c1cc2c(cc1Br)OCO2 (configuration not stated) | -3 | -12
Cc1cc(NC(=O)c2noc3c2CCCC3)nn1Cc1ccc(Cl)cc1 | -24 | -3
COCC(=O)NCCc1nc(-c2ccccc2)cs1 | -5 | -7
CC(C)(C)c1ccc(-c2nnc(SCCN3C(=O)c4ccccc4C3=O)o2)cc1 | -1 | -8
CCOC(=O)Cc1csc(NC(=O)c2ccoc2C)n1 | 4 | -5
CCOC(=O)Nc1ccc2c(c1)nc(CN1CCOCC1)n2C | 3 | -1
Cc1nn(CC(=O)Nc2ccc3c(c2)nc2n3CCOC2)c(=O)c2ccccc12 | 1 | 8
Cc1ccc(C2NC(=S)NC3=C2N2CCC3CC2)cc1 (configuration not stated) | 14 | -6
CCOc1cc(C2C(C(=O)OC)=CN(C3CCCC3)C=C2C(=O)OC)cc(Br)c1O | -9 | -5
Cc1cccc(OCCCC(=O)Nc2ccc(N3CCCCC3)cc2)c1C | 13 | 0
CCN(CC)C(=O)c1cc2c(=O)oc3ccccc3c2s1 | 28 | 8
Cc1ccc(S(=O)(=O)Nc2nncs2)cc1 | 13 | 2
CCCc1nc(N)c(C#N)c(-c2ccco2)c1CC | 6 | 10

Entries of single compounds as entered above. Order of screens: INS-1E GSIS act | RAD54 inh
CCOC(=O)Nc1ccc2c(c1)nc(CN1CCOCC1)n2C in the list: 3 | -1
CCN(CC)C(=O)c1cc2c(=O)oc3ccccc3c2s1 in the list: 28 | 8
Cc1nn(CC(=O)Nc2ccc3c(c2)nc2n3CCOC2)c(=O)c2ccccc12 in the list: 1 | 8
Cc1ccc(S(=O)(=O)Nc2nncs2)cc1 in the list: 13 | 2

Following part:
SMILES | INS-1E GSIS act | RAD54 inh
CCC1CCCCN1C(=O)Nc1ccc(F)cc1 (configuration not stated) | 20 | 3
Cc1ccc(NC(=S)N2CCC(N(C)CC3CCCO3)CC2)c(C)c1 (configuration not stated) | 32 | 1
COCC(C)n1c(C)cc(C(=O)CN2C(=O)NC(Cc3c[nH]c4ccccc34)C2=O)c1C (configuration not stated) | 4 | 4
Cc1ccccc1NC1=CC(=O)CC(C)(C)C1 | 25 | 12
CCCCCCNCCn1cnc2c(N)ncnc21 | 6 | -3
CCCNc1cc(C)oc(=O)c1C(=O)CCC | 88* | -14
Cc1cc(C(=O)Nc2sc3c(c2C#N)CCC3)no1 | 22 | 0

Some of the compounds tested; the hit share may differ from the screen's.
